IL1B NFkB inh = blocks IL-1B driven NFkB nuclear translocation in HUVEC cells; 94,000 tested, 0.43% active; AID 796; inhibition, % at 2 µM; HUVEC IL-1B NFkB p65 nuclear translocation imaging;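 active = inhibition above about 30% together with a positive call from visual inspection of the well image, limit read from the data; inconclusive = inhibition above a set limit but visual check negative; inactive = inhibition not above a set limit, visual check negative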;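 also: nuclear over cytoplasmic p65 intensity ratio measured by imaging; 0% = IL-1B stimulated DMSO wells and 100% = unstimulated DMSO wells; values of inactives mirror those of a sister screen read the other way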
MRP reversal = compounds reversing MRP-mediated drug resistance; H69AR cells + 2 uM doxorubicin, CellTiter-Glo, 72 h; differential viability (reversal), % at 10 µM; 85,000 tested, 0.04% active;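 active = viability drop by adding the cancer drug above about 55%, with treated viability meeting a 40% cutoff, limit read from the data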;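 also: viability without doxorubicin minus viability with 2 µM doxorubicin for each compound; larger differential means the compound sensitizes cells more to doxorubicin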
PLAP inhibitors HTS = PLAP enzyme inhibitors, biochemical, luminescence, HTS (AID 690). one-dose inhibition, % at 20 µM; IC50 in µM for titrated hits. purified PLAP, luminescent substrate; higher % means a stronger effect. 96,000 tested, 0.08% active; in the data active = a potency from the dose series; inactive = the rest, 99 in 100 with inhibition below about 30%; also: strong numbers were not always called active
Bcl-B TR3 displacers = displacers of TR3 peptide from Bcl-B, primary screen, selectivity assay for Bfl-1 inhibitor project, biochemical, fluorescence polarization; AID 748; FP displacement of FITC-TR3 peptide from Bcl-B; higher % means a stronger effect; 96,000 tested, 0.11% active; displacement, % at 20 µM, or IC50 in µM where a hit was titrated;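 active = displacement above 50% at 20 µM plus a fluorescence interference ratio under 1.5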;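 also: plate controls were wells without compound for no effect and wells lacking Bcl-B protein for full effect; a part of the inactive calls stands beside numbers as strong as those of hits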
NFkB transloc pot = enhances IL-1B driven NFkB nuclear translocation; HUVEC IL-1B NFkB p65 nuclear translocation imaging; activation, % at 2 µM; 94,000 tested, 0.3% active;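 active = activation above 40%, about the mean plus 3 SD, also judged a hit on visual image review; inconclusive = activation above 40% but not a hit on visual review; inactive = activation not above 40% and no visual hit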;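 also: percent activation is computed from the nuclear over cytoplasmic p65 intensity ratio; values of inactives mirror those of a sister screen read the other way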
MRP reversal cytotoxicity = recorded beside MRP reversal, whose call it bears; viability, %; H69AR cells, CellTiter-Glo, 72 h; measured here: cytotoxicity without doxorubicin
MRP reversal with doxorubicin = recorded beside MRP reversal, whose call it bears; viability, %; measured here: viability with 2 uM doxorubicin; active compounds read low
IL1B NFkB inh cell count 2 µM = further read-out of IL1B NFkB inh, marked with its call; cell count; measured here: cells passing quality filter;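 raw number of nuclei counted in each imaged well without normalization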
NFkB transloc pot cell count 2 µM = further read-out of NFkB transloc pot, marked with its call; cell count; measured here: cells passing quality filter
An asterisk follows results filed as active; ? = inconclusive; . = no result given. The list is partial. The share of hits here may be higher or lower than overall.

Second line of a record – NFkB transloc pot	PLAP inhibitors HTS	IL1B NFkB inh cell count 2 µM	IL1B NFkB inh	Bcl-B TR3 displacers	NFkB transloc pot cell count 2 µM	MRP reversal cytotoxicity	MRP reversal with doxorubicin	MRP reversal
Cc1nc2nc(C)c(CCC(=O)N3CCN(c4ccccc4)CC3)c(C)n2n1
    -6	18%	127	3	-12%	54	93	82	11
Cc1cc(NC(=O)CSc2nc3ccccc3[nH]2)no1
    -4	-65%	122	4	1%	122	88	82	6
Cc1ccc(Cn2ccc(NC(=O)c3c(-c4ccccc4Cl)noc3C)n2)cc1
    -8	-4%	168	8	2%	168	98	92	6
O=[N+]([O-])c1ccc(O)c(-c2nn[nH]n2)c1
    35	5%	148	-35	5%	148	.	.	.
O=C(CSc1nc2c(c(=O)n1-c1ccc(Cl)cc1)SCC2)Nc1ccc2c(c1)OCCO2
    .	1%	.	.	-3%	.	94	81	13
CCCS(=O)(=O)NCc1cn2c(C)csc2n1
    -7	-10%	145	7	16%	145	62	81	-19
CC1(C)CC(=O)C(C(c2ccco2)C2C(=O)CC(C)(C)CC2=O)C(=O)C1
    19	-7%	107	-18	0%	107	98	74	24
COC(=O)c1ccc(NC(=O)CSc2nnc(CNc3ccc(OC)cc3)n2C)cc1
    5	-14%	167	-5	3%	167	74	83	-9
O=C(NCC1COc2ccccc2O1)C1CCCN(S(=O)(=O)c2cnc[nH]2)C1 (configuration not stated)
    .	-28%	.	.	-3%	.	99	101	-2
Oc1ccc2nc(Cc3ccccc3)[nH]c2c1
    17	-27%	186	-17	-5%	186	112	111	1
CCOc1ccc(OCc2ccc(C(=O)Nc3ccc(Cl)cn3)o2)cc1
    -8	3%	102	8	-2%	102	84	84	0
O=C(O)c1cccc(S(=O)(=O)NCc2cccs2)c1
    16	-2%	183	-16	2%	183	88	89	-1
CCOC(=O)C(Cc1cc(C(C)=O)ccc1OC(C)C)C(=O)OCC
    .	-26%	.	.	0%	.	83	88	-5
O=C1NCC(COCC2CC=CCC2)O1 (configuration not stated)
    20	.	131	-20	-4%	131	95	84	11
O=C(O)C1CCCN(S(=O)(=O)c2ccc(Cl)s2)C1 (configuration not stated)
    ?	1%	70	-50	0%	.	96	83	13
COC(=O)C1C(=O)N2CCCSC2=C(C#N)C1c1cccs1 (configuration not stated)
    6	7%	92	-6	5%	92	51	86	-34
CCCCNC(=O)CS(=O)Cc1nc(-c2cccc(C)c2)oc1C (configuration not stated)
    37	-15%	177	-37	4%	177	101	93	8
N#CCCN(C(=O)COC(=O)c1ccc2c(c1)NC(=O)CS2)c1ccc2c(c1)OCCO2
    -11	-43%	187	11	-6%	187	82	77	5
CS(=O)(=O)N(Cc1ccc(Cl)cc1)c1ccc(C(=O)Nc2cccnc2)cc1
    1	-36%	172	-1	-4%	172	96	85	11
O=C(CSc1ncnc2nc[nH]c12)c1ccc2ccccc2c1
    -4	.	147	4	.	147	108	96	12
CCC1Oc2ccccc2N(CC(=O)Nc2ccc(OC)cc2OC)C1=O (configuration not stated)
    5	-4%	124	-5	-7%	124	86	85	2
Cc1cccc(/C(N)=N/OC(=O)c2ccco2)c1
    16	5%	191	-16	7%	191	94	90	4
S=C(NCc1ccccn1)Nc1ccc(Cl)cc1
    -4	6%	169	4	1%	169	.	.	.
CC(C)CNC(=O)c1cccc(C(=O)NCC(C)C)c1
    -14	-19%	93	14	2%	93	98	91	7
CCC(C)NC(=O)COC(=O)c1cc([N+](=O)[O-])ccc1Sc1nc(C)cs1 (configuration not stated)
    -6	20%	153	6	3%	153	.	.	.
C=CCn1c(SCCC#N)nnc1-c1ccncc1
    .	-12%	.	.	-1%	.	89	110	-21
c1ccc(N2CCN(c3cnccn3)CC2)nc1
    0	16%	130	0	-4%	130	107	93	14
COc1ccc(C2SCC(=O)N2c2c(C)n(C)n(-c3ccccc3)c2=O)c(OC)c1 (configuration not stated)
    -12	-45%	104	12	1%	104	93	82	11
Nc1cc(=O)[nH]c(SCC(=O)NCC2CCCO2)n1 (configuration not stated)
    1	-13%	186	-2	6%	186	98	93	5
CCC(C)(C)n1nnnc1C(c1ccccc1F)N1CCC(C(N)=O)CC1 (configuration not stated)
    6	-22%	191	-6	10%	191	82	66	16
Cc1ccccc1-n1c(-c2ccncc2)n[nH]c1=S
    .	26%	.	.	-11%	.	89	87	2
COC(=O)c1cc(=O)n(Cc2ccco2)c(=Nc2ccc(F)c(Cl)c2)s1
    -12	-24%	153	12	11%	153	2	1	0
O=C(N1CCOCC1)N1CCC(NC(=O)C23CC4CC(CC(C4)C2)C3)CC1
    13	.	122	-13	.	122	96	83	13
COc1ccccc1NC(=O)CSc1nnnn1Cc1ccccc1
    -10	21%	179	10	11%	179	83	83	0
CCN1C(=S)SC(=O)C1=C1C=C(C)N(CCOC)C(C)=C1
    .	17%	.	.	-13%	.	81	92	-11
O=C(CSc1nnc(-c2ccco2)n1-c1ccccc1)N1CCOCC1
    10	15%	176	-10	-3%	176	83	84	-1
CCOC(=O)N1CCN(CC(=O)Nc2cc3c(cc2C(C)=O)OCO3)CC1
    .	-13%	.	.	2%	.	92	84	9
CCC(C)(C)NC(=O)CN(C(=O)CNS(=O)(=O)c1ccccc1)c1ccccc1
    12	2%	128	-12	-7%	128	95	90	5
O=C(/C=C/c1ccccc1)N1CCN(c2ccccn2)CC1
    2	26%	132	-2	1%	132	.	.	.
Cc1cnc(NC(=O)CN2C(=O)C3CC=CCC3C2=O)s1 (configuration not stated)
    2	10%	165	-2	-5%	165	95	107	-12

Record cards, from the list above.
Shown for CCN1C(=S)SC(=O)C1=C1C=C(C)N(CCOC)C(C)=C1 = NFkB transloc pot = .; PLAP inhibitors HTS = 17%; IL1B NFkB inh cell count 2 µM = .; IL1B NFkB inh = .; Bcl-B TR3 displacers = -13%; NFkB transloc pot cell count 2 µM = .; MRP reversal cytotoxicity = 81; MRP reversal with doxorubicin = 92; MRP reversal = -11
Shown for O=C(/C=C/c1ccccc1)N1CCN(c2ccccn2)CC1 = NFkB transloc pot = 2; PLAP inhibitors HTS = 26%; IL1B NFkB inh cell count 2 µM = 132; IL1B NFkB inh = -2; Bcl-B TR3 displacers = 1%; NFkB transloc pot cell count 2 µM = 132; MRP reversal cytotoxicity = .; MRP reversal with doxorubicin = .; MRP reversal = .

(more compounds)
Second line of a record – NFkB transloc pot	PLAP inhibitors HTS	IL1B NFkB inh cell count 2 µM	IL1B NFkB inh	Bcl-B TR3 displacers	NFkB transloc pot cell count 2 µM	MRP reversal cytotoxicity	MRP reversal with doxorubicin	MRP reversal
Cc1nn(C)cc1CNC(=O)c1cc2n(n1)C(C(F)(F)F)CC(c1cccs1)N2 (configuration not stated)
    7	-63%	143	-7	2%	143	.	.	.
O=C(NC(Cc1ccccc1)C(=O)O)c1ccc(S(=O)(=O)N2CCOCC2)cc1 (configuration not stated)
    17	-17%	113	-17	-17%	113	41	94	-53
COc1ccc(N2CCN(C(=O)c3ccc(Oc4ccc(C(F)(F)F)cn4)cc3)CC2)cc1
    2	-17%	131	-2	1%	131	.	.	.
Cc1ccccc1NC(=O)Nc1cc(S(N)(=O)=O)ccc1C
    -5	0%	105	5	-5%	105	.	.	.
CCc1nc(N[C@H](C(=O)O)C(C)CC)c2oc3ccccc3c2n1 (some centres not stated)
    -1	2%	174	1	4%	174	87	104	-17
COc1ccc(OC)c(NC(=O)CSc2nnc(N)s2)c1
    9	15%	127	-9	-12%	127	85	72	13
COc1ccccc1NC(=O)[C@H](COCc1ccccc1)NC(=O)OC(C)(C)C
    8	-8%	131	-8	8%	131	.	.	.
Cc1cc(C)n2nc(C(=O)NCc3ccccc3)nc2n1
    8	10%	137	-8	0%	137	96	97	-1
CCOC(=O)C1=C(NC#N)OC(C)=C(C)C1c1ccc(O)cc1 (configuration not stated)
    -2	-16%	172	2	5%	172	87	98	-11
CCOc1ccccc1NC(=O)C(CC(C)C)NC(=O)C1CCC(C)CC1 (configuration not stated)
    3	-30%	159	-3	-15%	159	.	.	.
Cc1ccc(NC(=O)c2ccc(OC(=O)CCN3C(=O)c4ccccc4C3=O)cc2)cc1
    0	2%	127	0	3%	127	88	86	2
O=C(O)CN1C(=O)CCS(=O)c2ccccc21 (configuration not stated)
    .	3%	.	.	-6%	.	103	106	-2
CN(CCc1ccccn1)c1ncnc2[nH]ncc12
    16	-107%	123	-16	0%	123	84	79	5
CC1CCN(c2ncnc3ccccc23)CC1
    -4	.	159	4	.	159	92	89	3
Cc1ccccc1OCC(=O)O/N=C(\N)Cc1ccc(Cl)cc1
    -12	18%	197	12	1%	197	104	110	-6
CCOC(=O)C1=C(C)N(CC(C)C)C(=O)/C1=C\c1ccc(OCC(=O)Nc2ccccc2)cc1
    .	-6%	.	.	-2%	.	.	.	.
CCOc1ccc(NC(=O)CN2CCN(CC(=O)Nc3cc(OC)cc(OC)c3)CC2)cc1
    .	-68%	.	.	1%	.	76	82	-6
Cc1ccccc1Cn1ccc(NC(=O)c2cnn3c(C(F)(F)F)cc(-c4ccco4)nc23)n1
    -2	12%	182	2	-5%	182	34	20	14
CC(=O)NC1=NN(C(C)=O)C2(CCCCC2)S1
    17	.	142	-17	.	142	91	85	6
Brc1ccccc1-c1nnc(-c2cccnc2)o1
    5	22%	137	-5	-4%	137	80	80	0
CC(=O)N(CCCc1ccc(C(C)(C)C)cc1)CCCN(C)C
    0	-50%	115	0	-9%	115	85	78	8
Cc1cc(=O)oc(C)c1C(=O)Nc1ccc2ncccc2c1
    1	5%	168	-1	33%	168	81	78	3
COc1ccc(C(=O)OCC(=O)Nc2ccc(OC(F)F)cc2)c(OC)c1
    -13	20%	101	13	-6%	101	.	.	.
O=C(Cn1nnc(-c2ccccc2Cl)n1)N1CCN(S(=O)(=O)c2ccc(Cl)cc2)CC1
    -9	-8%	110	9	-3%	110	56	74	-18
O=C(NC(=O)c1ccccc1)NC(=O)c1ccccc1
    -5	8%	120	5	2%	120	87	81	6
c1ccc(CCNc2ccc3nncn3n2)cc1
    .	-17%	.	.	0%	.	95	85	10
Cc1ccc(-c2csc(=S)n2CC(=O)OCC(=O)NC(C)C(C)C)cc1 (configuration not stated)
    -10	5%	112	10	-13%	112	92	89	3
O=C(CN(c1cccc(C(F)(F)F)c1)S(=O)(=O)c1ccccc1)N1CCOCC1
    .	3%	.	.	-2%	.	93	78	15
CC(=O)Nc1ccc2c(c1)n(C)c(=O)n2C
    -10	13%	123	10	-8%	123	96	87	9
Cc1ccc(NC(=O)Cn2nc(C)c3ccccc3c2=O)cc1
    -4	5%	82	4	1%	82	100	101	0
CCCCC(=O)Nc1ccc2oc(-c3cccnc3)nc2c1
    -6	-4%	88	6	2%	88	97	104	-7
CCCc1cc(=O)oc2cc3oc(C)c(C)c3cc12
    -5	6%	118	5	13%	118	81	71	10
CN(CC(O)CN)CC(O)CN1CCCCC1 (configuration not stated)
    1	-73%	104	-1	21%	104	110	112	-2
COc1cc(-c2noc(-c3ccccc3C(=O)NCc3ccco3)n2)cc(OC)c1OC
    -3	-27%	187	3	1%	187	102	100	2
COc1ccc(-c2onc3ccc(Cl)cc23)cc1OC
    11	.	143	-11	.	143	70	82	-13
Cn1c(SCc2nc(-c3ccc(Cl)cc3)no2)nnc1-c1cccs1
    38	6%	153	-38	0%	153	87	87	-1
COc1ccc(C(=O)Nc2ccccc2C(=O)NCc2ccco2)cc1OC
    .	-5%	.	.	-10%	.	92	74	18
CC1(C)Cc2c(c(-c3ccco3)nc3n[nH]c(N)c23)CO1
    4	-19%	134	-4	-2%	134	79	77	2
CCOc1ccccc1Oc1c(C)oc2cc(OC(=O)c3ccco3)ccc2c1=O
    21	5%	97	-21	-4%	97	80	91	-11
CC(C)CCNC(=O)c1cccc(S(=O)(=O)N2CCc3ccccc32)c1
    3	0%	179	-2	0%	179	.	.	.

High-throughput results: PubChem BioAssay, several laboratories
